Screens deposited in PubChem BioAssay by National Center for Advancing Translational Sciences (NCATS).
TDP-43 yeast inh: qHTS of TDP-43 Inhibitors; AID 652104, 2013; 410,000 tested, 1.8% active; TDP-43 expressing yeast growth rescue, BacTiter-Glo, 24 h; Potency, µM (top dose mostly 46.1 µM), inactives show at the highest dose growth rescue (activation), usual class: activators; note: potency is the fitted concentration of half-maximal effect; % of control where 0% means no effect; nearly all actives have a fitted effect of over 50% in size
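Readout is BacTiter-Glo luminescence of cell growth, so inhibitors register as activators. TDP-43-expressing yeast at OD600=0.02 in galactose medium, after raffinose pregrowth to mid-log, were incubated with compound for 24 hr at 30 deg C.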
D3 antag: qHTS of D3 Dopamine Receptor Antagonist: qHTS; D3R cells, DiscoveRx beta-arrestin luminescence, antagonist mode; hits give low values; max response, negative = inhibition, %; 360,000 tested, 2.5% active; AID 652054, 2013; in the data active = max response below about -50%; inconclusive = no clear call, values can overlap the other calls; note: % is set by controls: 0 for no effect and ±100 for the full control effect; mostly tested at two doses, the higher about 12 µM
Target sequence (P35462 whole entry, looked up): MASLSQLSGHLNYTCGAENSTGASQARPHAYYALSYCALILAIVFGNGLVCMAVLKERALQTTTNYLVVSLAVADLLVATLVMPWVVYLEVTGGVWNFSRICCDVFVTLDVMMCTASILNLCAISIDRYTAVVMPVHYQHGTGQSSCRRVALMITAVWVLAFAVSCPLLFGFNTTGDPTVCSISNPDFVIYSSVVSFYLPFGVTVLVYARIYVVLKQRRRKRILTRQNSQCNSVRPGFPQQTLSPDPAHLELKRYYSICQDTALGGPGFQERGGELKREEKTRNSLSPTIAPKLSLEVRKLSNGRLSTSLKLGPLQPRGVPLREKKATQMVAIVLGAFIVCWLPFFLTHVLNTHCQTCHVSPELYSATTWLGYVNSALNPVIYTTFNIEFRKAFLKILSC
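Cells expressing the human receptor were seeded at 1500 cells/well, incubated overnight at 37 degrees C in 5% CO2, then exposed to library compounds with dopamine controls for 90 minutes at 37 degrees C before luminescent detection.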
aSyn yeast inh: qHTS of alpha-syn Inhibitors; Yeast expressing alpha-synuclein, growth rescue, BacTiter-Glo, 24 h; Potency, µM (doses to about 46.1 µM), for the others: at the highest dose growth rescue (activation), usual class: activators; 370,000 tested, 0.14% active; note: potency is the fitted concentration of half-maximal effect; % of control where 0% means no effect; nearly all actives have a fitted effect of over 65% in size
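Galactose-induced alpha-syn yeast (OD600=0.02, raffinose-pregrown) + pinned cpd, 24 hr, 30 deg C; growth by BacTiter-Glo luminescence. Growth restoration scores as activation.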
FUS yeast rescue: qHTS for Suppressors of FUS Proteinopathy: Primary screen using FUS-linked yeast assay | Potency, µM (top dose mostly 76.6 µM), for the others: top-dose growth rescue (activation), hits mostly activators | AID 1347120, 2019 | 390,000 tested, 0.24% active | S. cerevisiae FUS-expressing, growth rescue, OD600, 24 h;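 note: potency is the fitted concentration of half-maximal effect; plate controls were DMSO vehicle for no effect and reference control for full effect; nearly all actives have a fitted effect of over 55% in size; some results filed as inactive show a strong effect at the top dose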
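Steps: raffinose overnight preculture; dilution to OD 0.005 in 2% galactose minimal medium; compound addition (concentration series); 24hr at 30C, 99% humidity; absorbance read at 600 nm.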
Abeta rescue: qHTS for compounds that reverse cellular toxicity of Amyloid beta (A-beta) peptide in yeast: Primary Screen; yeast expressing A-beta42, growth rescue, OD600, 48 h; response scale: 0% DMSO, 100% iron-clioquinol control; Potency, µM (top dose mostly 46.1 µM), inactives show at the highest dose growth rescue, hits mostly activators; 410,000 tested, 0.063% active; note: potency is the fitted concentration of half-maximal effect; nearly all actives have a fitted effect of over 55% in size
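Yeast A-beta toxicity model in growth medium with pinned compounds, 48 h at 30 C; growth read as absorbance at 600 nm. Normalized to FeCl3/clioquinol equimolar mix (positive) and DMSO (negative).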
pAkt inh: HTS Assay for Inhibitors of Akt Phophorylation: Primary Screen; Neuro2A IGF-stimulated pAkt S473 HTRF, 20 min; hits give low values; activity change, % for hits at 50 µM; 360,000 tested, 0.32% active; AID 651550, 2012; in the data active = activity change below about -80%; inconclusive = mostly about -51% to -80%; note: % is set by controls: 0 for no effect and ±100 for the full control effect
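Neuro2A cells (4,500/well, DMEM with 0.5% FBS) were treated with compound at a single 50 µM final concentration, stimulated with 6 nM IGF for 20 min at 37 °C, and lysed. Phospho-Akt Ser473 was read by HTRF as 665/615 ratio ×10^4.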
GLP1R inv ag: qHTS of GLP-1 Receptor Inverse Agonists (Inhibition Mode) | Glucagon-like peptide 1 receptor (Homo sapiens), P43220 | HEK293 GLP-1R CRE-luciferase, luminescence, 24 h; GLP-1R form is constitutively active | Potency, µM (doses to about 38.3 µM), for the others: at the top dose activity change, negative = inhibition, most hits filed as inhibitors | 410,000 tested, 1.6% active; note: potency is the fitted concentration of half-maximal effect; % is set by controls: 0 for no effect and ±100 for the full control effect; nearly all actives have a fitted effect of over 55% in size
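Constitutively active GLP-1R drives a cAMP-responsive luciferase in stably transfected HEK293 cells; test compounds are added after overnight (12 h) attachment and left 24 hr, and signal loss in luminescence marks inhibition.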
GLP1R ag: qHTS of GLP-1 Receptor Agonists. Glucagon-like peptide 1 receptor (Homo sapiens), P43220. HEK293 GLP-1R CRE-luciferase, luminescence, 4-6 h; cells express a hypersensitive GLP-1R form. Potency, µM (highest dose often 45.6 µM), without a hit: at the highest dose activation, hits mostly activators. 380,000 tested, 0.007% active. AID 624172, 2012; note: potency is the fitted concentration of half-maximal effect; % of control where 0% means no effect
PTHR1 agonist: qHTS for PTHR1 Agonists: Primary Screen. Potency, µM (highest dose often 115 µM), inactives show top-dose activation, usual class: activators. 410,000 tested, 0.075% active. Parathyroid hormone/parathyroid hormone-related peptide receptor (Homo sapiens), Q03431. AID 743266, 2014. HEK293 GP2 PTHR1 cells, GloSensor cAMP luminescence, 1 h; note: potency is the fitted concentration of half-maximal effect; nearly all actives have a fitted effect of over 55% in size; some results filed as inactive show a strong effect at the top dose; inactives centre near -15; many of its hits are not listed in these tables
Target sequence (Q03431 whole entry, looked up): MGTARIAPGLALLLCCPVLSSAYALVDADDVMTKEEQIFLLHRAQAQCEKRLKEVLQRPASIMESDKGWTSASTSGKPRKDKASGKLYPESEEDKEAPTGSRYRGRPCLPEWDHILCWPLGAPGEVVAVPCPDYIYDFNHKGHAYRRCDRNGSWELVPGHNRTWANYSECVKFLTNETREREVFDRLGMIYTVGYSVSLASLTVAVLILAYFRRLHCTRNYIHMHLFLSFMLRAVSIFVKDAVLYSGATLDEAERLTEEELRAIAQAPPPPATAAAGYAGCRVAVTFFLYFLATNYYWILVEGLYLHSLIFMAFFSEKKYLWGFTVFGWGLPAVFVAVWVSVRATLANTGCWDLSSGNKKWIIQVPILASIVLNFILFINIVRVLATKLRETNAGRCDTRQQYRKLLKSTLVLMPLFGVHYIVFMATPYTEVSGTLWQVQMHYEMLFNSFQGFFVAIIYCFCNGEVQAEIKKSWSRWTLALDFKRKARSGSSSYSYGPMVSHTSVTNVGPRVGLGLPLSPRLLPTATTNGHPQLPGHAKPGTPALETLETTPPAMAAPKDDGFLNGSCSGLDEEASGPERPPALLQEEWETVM
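HEK-293-derived GP2 cells expressing PTHR1 and a GloSensor cAMP reporter, 3,000/well, plated overnight, given luciferin plus IBMX (each 0.5 mM as added) for 1 h at 37 °C, then compound for 1 h at 37 °C. Luminescence was read after 15 min at room temperature.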
Starred values were filed as active, the others as inactive; i = inactive; u = inconclusive; x = no result given; [ ] = remark or other dose. Unless noted, calls come from the whole dose curve; as a rule, active = well fitted curve in the direction sought with a large enough effect; inconclusive = small, poorly fitted or top-dose-only effect, or another doubt; inactive = no such curve, though single readings can be large; an effect the other way counts as inactive or inconclusive. The list is partial; the hit share may differ from the screen's.

SMILES	TDP-43 yeast inh	D3 antag	aSyn yeast inh	FUS yeast rescue	Abeta rescue	pAkt inh	GLP1R inv ag	GLP1R ag	PTHR1 agonist
COc1ccc(C2=CN(Cc3ccccc3)C(c3ccccc3)CC2=O)cc1 (stereo unspecified)	16%	3	3%	u	0%	i	-11%	-2%	-28%
CC1(c2nnnn2-c2ccc3c(c2)OCCO3)CCC(=O)N1Cc1ccc(F)cc1 (stereo unspecified)	28%	-5	-4%	0%	-5%	i	26%	6%	i
COc1cc2nc(N(CCCN(C)C)C(=O)c3ccc(S(=O)(=O)N4CCc5ccccc54)cc3)sc2cc1OC	-18%	-4	3%	46%	20%	i	u	9%	-11%
CN1CCN(C(=O)N(c2ccccc2)c2ccccc2)CC1	-2%	2	-1%	7%	22%	i	-5%	0%	-6%
COc1ccc(CCNC(=O)Nc2ccccc2[N+](=O)[O-])cc1	22%	11	-13%	23%	2%	i	u	5%	-26%
CC1CCCC(NC(=O)NC(=O)COC(=O)c2ccc(O)cc2O)C1C (stereo unspecified)	u	-1	11%	-14%	-13%	i	u	8%	-31%[inhibitor]
Cc1cc2c(c(=O)o1)C1(C)CC(C)(O2)c2c(cc(C)oc2=O)O1	11%	-18	-10%	-8%	-17%	i	30%	5%	-20%
CCN1C(=O)CC(C(=O)Nc2ccc(OC)cc2)SC1=Nc1ccc(C)c(C)c1 (stereo unspecified)	12%	x	x	8%	-1%	x	-22%	x	-3%
COc1cc(OC)c(C(=O)OC(C)C(=O)Nc2cc(C(F)(F)F)ccc2Cl)cc1OC (stereo unspecified)	u	4	-4%	43%	-4%	i	2%	28%	-31%[inhibitor]
CC(=O)NCCc1ccc(C(=O)CSc2nnc(C3CC3)n2C2CC2)cc1	4%	10	0%	-2%	-23%	i	9%	-6%	i
COc1ccc(CNC(=O)CCCn2nc(C)c3sc4ccccc4c3c2=O)cc1OC	17%	x	x	35%	0%	x	26%	x	-67%[inhibitor]
Cn1c(N)c(C(=O)COC(=O)/C=C/c2ccc(F)cc2)c(=O)n(C)c1=O	17%	6	0%	x	0%	i	2%	0%	-27%
O=C(CCCOc1ccccc1)N1CCN(S(=O)(=O)c2ccc(Cl)cc2)CC1	-10%	6	-8%	-10%	6%	i	2%	10%	i
Cc1ccc(N2CC(C(=O)NCCC3=CCCCC3)CC2=O)cc1 (stereo unspecified)	19%	3	1%	1%	22%	i	-13%	-3%	-2%
Cc1cccc(NC(=O)CN2C(=O)C3(SCC(=O)N3c3ccccc3)c3ccccc32)c1 (stereo unspecified)	0%	x	-1%	-3%	-21%	x	u	-7%	-66%[inhibitor]
Cc1ccc(C(=O)Nc2ccc3c(c2)ncn3C)cc1	-17%	-2	-6%	2%	-3%	i	-18%	-7%	-8%[57.5 µM]
CCc1ccccc1NC(=O)Cn1ccn(Cc2ccccc2)c(=O)c1=O	-4%	x	x	3%	-10%	x	16%	x	-25%
O=C(C1COc2ccccc2O1)N(Cc1cccnc1)c1nc2c(F)cccc2s1 (stereo unspecified)	-16%	x	x	-2%	-8%	x	-3%	x	-83%[inhibitor]
CCS(=O)(=O)c1ccc(O)c(NC(=O)Nc2cccc3ccccc23)c1	-5%	3	12%	16%	13%	i	8%	13%	i
O=C(O)c1cc(-c2ccccc2)c(N2CCOCC2)s1	-3%	0	-2%	35%	16%	i	1%	8%	i
Brc1ccc2nc(-c3c[nH]c4ccccc34)cn2c1	9%	-5	-15%	16%	-29%	i	u	8%	-32%
CC(=O)ON1C(C)(C)Cc2noc(N)c2C1(C)C	-5%	25	1%	8%	-1%	i	9%	-9%	-16%[57.5 µM]
Cc1cc(=O)[nH]c(SCC(=O)c2ccc(C)c(C)c2)n1	10%	-8	1%	-4%	-3%	i	1%	9%	i
CC(=O)N1CCN(C(=O)CCc2c[nH]c3ccccc23)CC1	-16%	7	0%	15%	9%	i	6%	-12%	i
N#C/C(=C\c1cc2c(cc1Br)OCO2)c1ccc(C(=O)O)cc1	9%	-4	4%	11%	-9%	i	25%	-3%	-10%

The listing continues:
SMILES	TDP-43 yeast inh	D3 antag	aSyn yeast inh	FUS yeast rescue	Abeta rescue	pAkt inh	GLP1R inv ag	GLP1R ag	PTHR1 agonist
Cc1nc(N)sc1C(=O)N/N=C/c1cccnc1	-17%	2	2%	0%	-20%	i	25%	10%	i
CCCC(=O)N(CCc1ccccc1)Cc1nc2ccccc2c(=O)[nH]1	-5%	0	u	13%	u	i	u	-1%	-11%[57.5 µM]
COC(=O)c1cc(NC(=O)C2CC2)cc(C(=O)OC)c1	6%	-17	0%	-6%	12%	i	-3%	1%	-14%[57.5 µM]
COc1ccc(-c2nc(CN3CCC(C(=O)NCCc4ccccc4)CC3)c(C)o2)cc1OC	1%	x	x	15%	-4%	x	-9%	x	i
CCOC(=O)C(=O)Nc1ccc(S(=O)(=O)Nc2nccs2)cc1	6%	-5	1%	-14%	0%	i	19%	1%	-24%
CC(=O)OC[C@H]1O[C@@H](Sc2cccc3cccnc23)[C@H](OC(C)=O)[C@@H](OC(C)=O)[C@@H]1OC(C)=O	-7%	13	0%	16%	-14%	i	7%	2%	-37%[inhibitor]
O=C(COC(=O)CCCC1=NS(=O)(=O)c2ccccc2N1)Nc1ccccc1	-14%	-2	0%	-16%	1%	i	6%	-1%	-21%
Cn1nnc(NC(=O)c2cccs2)n1	-16%	1	-17%	-10%	-3%	i	14%	-4%	i
CCOc1ccc2nc(NC(=O)C3CSC4(C)CCC(=O)N34)sc2c1 (stereo unspecified)	11%	-1	9%	14%	-4%	i	u	-4%	i
COc1ccc(CN2CCNC(=O)C2CC(=O)NCCCn2nnc3ccccc32)cc1C (stereo unspecified)	-7%	-1	4%	24%	-7%	i	3%	-1%	-14%
CC(=O)N1CCN(C(=O)c2cccc(NS(=O)(=O)c3ccc(Br)cc3)c2)CC1	-16%	-6	0%	26%	11%	i	39%[activator]	13%	-9%
CC(=O)Nc1ccc(/C(C)=N/NS(=O)(=O)c2ccc(C)cc2)cc1	-5%	u	1%	20%	-8%	i	8%	-10%	-12%[57.5 µM]
COc1cc(NC(=O)CN2c3cccc4cccc(c34)S2(=O)=O)cc(OC)c1OC	20%	20	-10%	16%	19%	i	13%	2%	-30%[57.5 µM]
COc1ccc(C2c3ccc(O)cc3Oc3ncn4nc(-c5ccncc5)nc4c32)cc1OC (stereo unspecified)	-4%	5	-9%	4%	-3%	i	160%[activator]	28%	i
Cc1cc(-c2[nH]nc3c2C(c2ccc(Cl)cc2)C(C#N)=C(N)O3)c(C)s1 (stereo unspecified)	-5%	-8	-6%	u	18%	i	-11%	2%	i
Cc1ccc2oc(-c3cccc(NC(=O)c4cc(-n5cnnc5)ccc4Cl)c3)nc2c1	11%	-16	2%	28%	10%	i	50%[activator]	2%	-12%[57.5 µM]
O=C(CCl)Nc1cccc(Oc2cnccn2)c1	-19%	-24	1%	11%	-12%	i	10%	-6%	-40%[inhibitor]
COc1cc(/C=C/C(=O)N2CC(C)OC(C)C2)cc(OC)c1OC (stereo unspecified)	-1%	-26	-4%	11%	-8%	i	3%	17%	26%
O=[N+]([O-])c1ccc(CN2CCN(Cc3c[nH]c4ccccc34)CC2)cc1	4%	u	4%	-12%	-7%	i	u	3%	i
CS(=O)(=O)N(CC(=O)Nc1ccccc1C(=O)N1CCOCC1)c1cccc([N+](=O)[O-])c1	5%	1	2%	x	11%	i	0%	-13%	i
CCc1ccc(C(=O)CSc2nc3ccccc3c(=O)[nH]2)cc1	u	20	3%	11%	16%	i	0%	9%	i
O=C(NC1CCCCC1)c1cccc(S(=O)(=O)N2CCCCC2)c1	-23%	3	-1%	9%	-11%	i	u	5%	-16%
COc1ccc2[nH]c3c(=O)n(CCCC(=O)NC4CCCCC4C)c(=S)[nH]c3c2c1 (stereo unspecified)	1%	u	-2%	8%	-14%	i	-3%	3%	i
Cc1ccc(C(=O)OCC(=O)N2C(C)CCCC2C)s1 (stereo unspecified)	8%	-12	2%	x	8%	i	-15%	-7%	i
O=C(N/C(=C\c1ccc([N+](=O)[O-])cc1)C(=O)N1CCCCC1)c1ccc(Br)o1	-5%	1	3%	27%	-2%	i	-6%	-5%	i

Carrying on:
SMILES	TDP-43 yeast inh	D3 antag	aSyn yeast inh	FUS yeast rescue	Abeta rescue	pAkt inh	GLP1R inv ag	GLP1R ag	PTHR1 agonist
COc1ccc(CCNC(=O)C2CCN(c3ccc(N4CCOCC4)nn3)CC2)c(OC)c1	11%	1	-2%	-22%	2%	i	17%	2%	-18%
Cn1c(CNC(=O)c2ccco2)nnc1SCC(=O)Nc1ccccc1Cl	-24%	-26	-2%	15%	-11%	i	0%	2%	10%
CCc1noc(C)c1C(=O)Nc1ccccc1C(C)(C)C	-16%	-1	-2%	-9%	-4%	i	-2%	2%	i
CCn1c(SCC(=O)Nc2cccc(NC(=O)c3ccco3)c2)nnc1-c1cccs1	0%	-7	4%	8%	5%	i	0%	5%	-10%[57.5 µM]
Cc1ccc(C)c(S(=O)(=O)Nc2cc(C)on2)c1	5%	-19	8%	10%	-7%	i	21%	-2%	21%
C=CCN1CC(O)=C(c2nc3ccccc3[nH]2)C1=N	-20%[0.397 µM]	7	-3%	11%	-9%	i	17%	8%	-5%
